Screening data deposited in PubChem by several laboratories.
Mtb BioA inh = BioA (M. tuberculosis) enzyme inhibition; purified M. tuberculosis BioA enzyme, plate reader; 0.096% of 360,000 active; inhibition, % at 9.99 µM; AID 602481; in the data active = inhibition above about 40%
Yp Topo-I inh = Y. pestis Topo-I inhibition via cleavage products; Y. pestis Topo-I cleavage product accumulation, plate reader; activity, % at 10 µM; 0.064% of 360,000 active; in the data active = activity above about 50%, passing the limit was not always enough; note: inactives centre near 2
FadD28 binding = M. tuberculosis FadD28 bisubstrate binding inhibition; FadD28 bisubstrate probe binding, fluorescence polarization; AID 588549; inhibition, % at 12.5 µM; 0.22% of 360,000 active; in the data active = inhibition above about 8.5%, passing the limit was not always enough
Mtb UGM inh = blocks M. tuberculosis UGM enzyme | 0.06% of 320,000 active | inhibition, % at 10 µM | P9WIQ1 | purified UGM, fluorescence polarization probe displacement; in the data active = inhibition above about 10%, passing the limit was not always enough
GDH-TPI inh = inhibits GDH-TPI coupling enzymes, artifact for Mtb FBA screen; 1.2% of 360,000 active; GDH-TPI coupled enzyme counterscreen, NADH absorbance; inhibition, % at 4.8 µM; in the data active = inhibition above about 30%;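 note: 0% = DMSO wells and 100% = wells lacking the enzyme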
FBA Mtb inh = inhibits M. tuberculosis FBA enzyme | 2.3% of 360,000 active | inhibition, % at 1 µM | purified M. tuberculosis FBA, fluorescence read-out; in the data active = inhibition above about 27%;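 note: 0% = vehicle and 100% = reference inhibitor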
TcdB inh = blocks C. difficile toxin B glycohydrolase activity | P18177 | TcdB glycohydrolase enzymatic assay, plate reader | inhibition, % at 9.99 µM | 0.24% of 350,000 active; in the data active = inhibition above about 10%
Vc quorum ag = inducers of Vibrio cholerae quorum light production without autoinducers; V. cholerae BH1578 lux reporter, luminescence, 6 h; activation, % at 18.7 µM; 0.16% of 350,000 active; AID 588436; in the data active = activation mostly above about 9.7%, no sharp cut-off; note: not every result past the cut was called active; inactives centre near 0; reference of the scale not given here
PfHsp40 yeast = compounds rescuing yeast from Plasmodium falciparum HSP40 toxicity; S. cerevisiae expressing PfHsp40, growth rescue, ATP luminescence; growth rescue, % at 12.5 µM; 0.68% of 340,000 active; in the data active = growth rescue above about 28%, passing the limit was not always enough;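 note: yeast W303a lacking pdr1 and pdr3 grown in galactose medium; growth measured after three days at 30 °C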
Numbers without * were called inactive; i = inactive; / = not tested or not shown. Compounds as they come. Share with any hit: about 4.6%.

Molecule,Mtb BioA inh,Yp Topo-I inh,FadD28 binding,Mtb UGM inh,GDH-TPI inh,FBA Mtb inh,TcdB inh,Vc quorum ag,PfHsp40 yeast
Cc1ccc(C)c(N(CC(=O)NC2CCCC2)C(=O)c2oc(C(C)(C)C)cc2C)c1,0.7,17.5,-2.9,2.7,5.3,1.4,2.1,-1.5,1.1
CCOC(=O)N1CCN(S(=O)(=O)c2ccc([N+](=O)[O-])cc2)CC1,/,-2.4,-0.2,-1.2,-2.2,1.8,1.1,-0.9,-0.2
Cc1ccc(S(=O)(=O)C2C(=O)N(C)C3(C)CC2c2ccccc2O3)cc1C (centres undefined),/,-3.4,-0.3,-1.7,0.8,1.6,-0.9,-0.4,-0.6
O=C(NC1CC2CCCC(C1)N2C(=S)Nc1ccccc1Cl)C1CC1 (centres undefined),-0.4,1.4,-6.5,-0.1,-2.7,-2.0,0.0,-0.6,0.6
Cc1cccc(N/C(N)=N/c2nc(C)c(Cc3ccccc3)c(=O)[nH]2)c1,/,6.0,-5.4,-2.5,-0.6,0.3,5.8,-0.3,-1.1
COC(=O)N1C(=O)[C@@](Cc2ccccc2)(c2ccccc2)N1C(=O)OC,-2.6,4.8,-3.3,1.6,12.1,-3.6,2.4,-4.5,6.9
Cc1ccc(-n2cnc3cc(NCc4cccs4)ccc32)cc1,1.1,2.9,-0.8,3.8,11.0,4.4,/,-0.4,1.8
COc1cc(/C=N/N(C)C)ccc1OC(=O)c1ccco1,/,-3.5,0.0,1.6,3.5,0.6,-0.4,i,1.4
O=c1c2cc([N+](=O)[O-])cc([N+](=O)[O-])c2[nH]n1-c1ccccc1,3.3,2.3,4.3,1.7,12.1,-26.8,-1.1,i,-0.9
COc1ccccc1C(=O)NC(=O)COC(=O)c1nccnc1N,-0.5,-0.4,-0.3,0.0,6.8,144.3*,-0.5,-5.0,-1.2
CN1CCN(CCN2CCn3c2nc2ccccc23)CC1,-1.4,-3.4,-3.7,0.2,1.1,-0.6,/,-0.7,2.0
O=S(=O)(Nc1cc(Cl)ccn1)c1ccc(Cl)cc1,6.3,4.7,-0.8,0.2,10.6,3.8,/,-0.1,-1.1
COc1ccccc1N(C)S(=O)(=O)c1ccc(C(=O)Nc2nc(C)c(C(C)=O)s2)cc1,1.5,2.6,0.2,/,15.0,-3.3,1.6,-0.6,0.0
CCCc1ccc(C(=O)N2CCN(c3ccccc3OCC)CC2)cc1,-0.1,31.1,-0.7,-0.1,-0.6,-2.2,0.9,-0.5,1.9
O=C(CCc1ccccc1)N1CCCN(C(=O)CCc2ccccc2)CC1,/,1.5,-3.6,1.2,7.8,-4.2,/,-0.2,-0.6
CCOC(=O)CNC(=O)CSc1nc(Cc2cccs2)nc2ccccc12,-1.9,-14.0,0.0,2.8,27.1,0.9,0.5,-6.7,-0.5
CC1Cc2ccccc2N1C(=O)CSc1nccc(=O)[nH]1 (centres undefined),/,2.1,0.7,3.0,6.7,-1.7,0.1,-0.2,-1.5
Cc1cc(C)cc(NC(=O)CCC(=O)Nc2nnc(C(F)(F)F)s2)c1,2.9,1.6,-0.2,2.0,-8.4,1.1,0.6,-0.2,0.3
CS(=O)(=O)Nc1cccc(C2=NN(C(=O)CCC(=O)O)C(c3cccs3)C2)c1 (centres undefined),1.1,4.3,0.8,-0.2,5.0,5.0,0.8,i,-1.6
CCOC(=O)/C(C#N)=C/Nc1ccccc1NS(=O)(=O)c1ccc(C)c(C)c1,/,4.8,-2.5,2.4,16.5,1.6,-1.7,-0.3,0.1
CC(Nc1ccc(Br)cc1)C(=O)N/N=C/c1ccccc1OCc1ccccc1 (centres undefined),/,-0.6,-1.7,-0.8,4.4,-0.8,/,-0.3,0.0
CC(=O)Oc1ccc(C(=O)Cc2ccc3ccccc3n2)c(O)c1C,/,-6.0,-2.9,-0.9,2.2,-0.2,-6.2,i,-1.1
COC(=O)CN1C(=O)COc2ccc(S(=O)(=O)N3CCCCC3)cc21,-1.1,-10.6,0.6,/,2.7,-0.5,7.0,-0.3,/
CCn1c(=O)cc(OCC(=O)Nc2ccc(OC)c(OC)c2)c2ccccc21,/,2.0,-3.2,1.6,4.3,-1.0,0.2,i,-1.3
Cc1ccc(C(=O)NCC(=O)NCC(=O)OCC(=O)c2ccc(Br)cc2)cc1,/,4.8,-3.4,0.5,3.0,1.6,/,-0.2,-0.9
CCN(C[C@H]1N[C@@](C)(C(=O)OC)[C@H]2C(=O)N(Cc3ccccc3)C(=O)[C@@H]12)C(=O)c1ccc(C)cc1,-0.2,15.7,-0.4,/,0.0,-1.7,-0.1,1.0,0.4
CN1/C(=C\C(=O)c2ccccc2Cl)c2ccccc2CC1(C)C,/,4.5,-1.6,-0.8,10.1,-1.4,/,-0.3,-0.8
O=c1c2cn[nH]c2[nH]c(=S)n1-c1cccc2ccccc12,-1.1,-0.6,-1.0,0.9,-3.0,0.9,/,i,-1.2
COC(=O)c1ccc(CSc2ncnc3c2nnn3-c2ccc(F)cc2)o1,/,5.0,0.6,1.4,3.2,-1.4,/,i,2.4
CCOC(=O)c1cnc(SCC(=O)Nc2sc(C)c(C)c2C#N)nc1N,/,-1.0,-2.2,-0.8,1.8,-2.9,/,-0.3,1.2
O=C(/C=C/c1ccc(Cl)cc1)N(Cc1ccccc1)c1ccccn1,/,35.6,-2.6,-1.1,-8.1,-1.0,0.7,-0.3,0.0
O=C(NC(Cc1ccccc1)C(=O)N1CCCCC1)c1ccccc1 (centres undefined),-1.1,-8.1,-1.5,-0.8,7.0,6.5,-7.5,i,-0.5
CC1CCN(c2ccc3nnc(CCC(=O)NC(C)C)n3n2)CC1,-0.9,3.8,/,2.0,12.4,-2.2,1.2,-1.2,-1.1
c1ccc(CSc2ccc(-c3cccs3)nn2)cc1,-0.6,-7.4,-0.8,-0.9,8.2,3.8,/,-0.5,0.9
Cc1ccc(Cl)cc1N1C(=O)CC(C)(C)CC1=O,0.1,-2.2,-1.8,2.1,-6.4,0.2,-1.4,2.5,-0.5
O=C(COC(=O)CNC(=O)c1ccccc1)Nc1ccc(Cl)cc1C(F)(F)F,/,0.6,-1.6,-1.8,6.1,0.7,1.2,-3.4,-0.8
CSc1nc2ccc(NS(=O)(=O)c3ccc(Br)s3)cc2s1,/,1.8,-0.9,0.3,10.4,0.3,0.0,-0.5,-0.5
CCCCN(CC)CCNC(=O)c1cc2c(-c3ccccc3F)nn(C)c2s1,0.4,10.2,-3.4,0.4,4.1,45.8*,0.5,i,15.7
COC(=O)c1ccc(C2OCC(C)(C)CO2)cc1,3.4,3.0,-4.7,-2.1,-12.3,-0.7,1.0,-0.9,-0.5
Cc1cc(C(=O)CCC(=O)N2CCN(c3ccccc3O)CC2)c(C)s1,-0.4,7.2,-4.1,1.1,-9.5,2.4,-0.1,i,-1.3
CCc1cc(CNC(=O)CC2C(=O)NCCN2Cc2ccccc2C(F)(F)F)on1 (centres undefined),-2.2,5.5,-4.1,0.8,3.6,-3.4,2.3,i,3.2
CCn1cc(CN2CCC(C(=O)Nc3cccc(-c4cccc(Cl)c4)c3)CC2)cn1,1.1,-5.7,-20.7,-0.6,-3.1,1.2,1.7,-0.1,-1.2
COc1ccccc1C(=O)N(C)CC(=O)Nc1ccc(N2CCOCC2)cc1,-0.6,-0.4,-2.5,-3.2,-1.3,0.5,-0.8,i,-2.3
COc1cc(CN2C[C@@H](CO)O[C@@H](n3cnc4c(N5CCN(c6ccccc6)CC5)ncnc43)C2)cc(OC)c1OC,1.0,8.1,0.3,/,4.0,6.4,-8.0,-0.2,/
COc1ccc(CC(=O)NCCCCc2ccccc2)cc1OC,/,13.8,0.6,0.7,-5.9,-1.4,1.0,-0.3,-0.3
CSc1ccc(CNC(=O)C2CCC(=O)N(Cc3cccc(F)c3)C2)cc1 (centres undefined),2.2,10.8,-2.9,0.7,2.4,-1.1,0.9,-0.4,-0.5
Cc1nn(C(=O)c2cccnc2)c(C)c1Sc1ccccc1,/,17.4,-4.2,-0.2,2.3,-1.9,3.9,-0.4,0.8
COc1ccccc1N1CCN(C2CC(=O)N(c3cccc(Br)c3)C2=O)CC1 (centres undefined),-1.0,-0.6,1.3,-2.5,2.4,1.0,-0.2,-0.8,3.7
Cc1cccc2cc(CN(Cc3nnnn3C3CCCC3)C3CCCCC3)c(=O)[nH]c12,-1.7,3.6,-1.8,-3.4,10.9,7.9,/,3.1,-2.0
Cc1ccc(SCCN2CCN(CCc3ccccc3)CCC2=O)cc1,3.3,38.5,-0.4,-0.5,-1.7,0.2,1.5,i,-0.8

Rewritten with two lines to a compound: 5 of the compounds above
Fields – Mtb BioA inh, Yp Topo-I inh, FadD28 binding, Mtb UGM inh, GDH-TPI inh, FBA Mtb inh, TcdB inh, Vc quorum ag, PfHsp40 yeast
- Cc1cccc2cc(CN(Cc3nnnn3C3CCCC3)C3CCCCC3)c(=O)[nH]c12
  -1.7, 3.6, -1.8, -3.4, 10.9, 7.9, /, 3.1, -2.0
- COc1ccc(CC(=O)NCCCCc2ccccc2)cc1OC
  /, 13.8, 0.6, 0.7, -5.9, -1.4, 1.0, -0.3, -0.3
- COc1cc(CN2C[C@@H](CO)O[C@@H](n3cnc4c(N5CCN(c6ccccc6)CC5)ncnc43)C2)cc(OC)c1OC
  1.0, 8.1, 0.3, /, 4.0, 6.4, -8.0, -0.2, /
- COc1ccccc1C(=O)N(C)CC(=O)Nc1ccc(N2CCOCC2)cc1
  -0.6, -0.4, -2.5, -3.2, -1.3, 0.5, -0.8, i, -2.3
- CCc1cc(CNC(=O)CC2C(=O)NCCN2Cc2ccccc2C(F)(F)F)on1 (centres undefined)
  -2.2, 5.5, -4.1, 0.8, 3.6, -3.4, 2.3, i, 3.2

The list continues.
Molecule,Mtb BioA inh,Yp Topo-I inh,FadD28 binding,Mtb UGM inh,GDH-TPI inh,FBA Mtb inh,TcdB inh,Vc quorum ag,PfHsp40 yeast
C/C(=N\NC(=O)CN1CCOCC1)C(C)(C)C,1.4,3.9,-3.0,-1.6,2.5,0.9,-0.1,-0.6,0.3
c1cc2nncn2nc1N1CCCC1,-1.5,2.2,-2.2,2.8,3.1,2.6,/,-14.3,0.5
COC(=O)/C=C/c1ccccc1S(=O)(=O)N(Cc1ccccc1)Cc1ccco1,-4.8,57.3*,-1.6,-1.3,1.4,-3.8,/,-1.6,0.0
Cc1cc(C)n(CCN(C)Cc2cn[nH]c2-c2ccc(F)cc2F)n1,/,-3.5,-2.5,-0.4,10.5,1.5,0.1,-0.5,-2.1
O=C(O)c1ccccc1C(=O)N1CC=C(c2ccccc2)CC1,0.2,-1.0,0.1,1.2,0.9,1.1,/,-1.8,0.7
COC/C=C/C1=CC2=CC(=O)C(C)(OC(=O)c3cnc4ccccc4n3)C(=O)C2=CN1CCCCO (centres undefined),0.5,12.0,-3.0,3.3,10.3,-6.6,-0.9,i,-0.3
CN(C(=O)COC(=O)c1cc([N+](=O)[O-])ccc1Cl)c1ccccc1,2.5,7.4,-3.0,2.0,-4.4,-1.7,0.1,0.2,-1.3
COc1cc(OC)cc(C(=O)NCCOc2ccccc2)c1,1.1,4.3,-6.3,-0.5,-7.5,3.1,/,i,8.5
COc1cc(OC)cc(-c2c(-c3cccs3)c3cc(-c4ccc(OC)nc4)ccc3n2C)c1,-0.3,-1.1,-4.2,3.5,23.8,1.3,-0.3,-6.7,0.4
O=[N+]([O-])c1ccc(O)c([N+](=O)[O-])c1,-0.3,-11.7,-1.9,1.3,20.2,-2.8,-8.8,-3.0,-2.5
COC(=O)NNC(=O)COc1ccc(Cl)cc1,0.8,10.6,1.2,-5.0,12.4,1.4,-1.9,-0.2,0.4
Cc1ccc(NS(=O)(=O)c2ccc(Cl)c(C(=O)O)c2)cc1S(=O)(=O)N1CCOCC1,/,-3.5,-1.7,1.8,-0.7,-1.5,0.5,-0.5,-0.4
CC1(C)CC[C@]2(C(=O)n3ccnc3)CC[C@]3(C)[C@H](C(=O)C=C4[C@@]5(C)C=C(C#N)C(=O)C(C)(C)[C@@H]5CC[C@]43C)[C@@H]2C1,/,21.8,0.1,/,4.1,0.1,-0.6,i,-1.7
CCOc1ccccc1N1CC(C(=O)Nc2ccccc2CC)CC1=O (centres undefined),-0.3,-1.1,-1.8,1.6,4.7,2.0,-1.2,-0.2,0.4
